Assay outcomes from PubChem.
JMJD2A Tudor inh – blocks the human JMJD2A Tudor domain. AID 504339. O75164. Potency, µM (series often up to 114 µM), for inactives: top-dose activity change, negative = inhibition, usual class: inhibitors. 390,000 compounds, 4.4% hits. AlphaScreen JMJD2A-Tudor / H3K4me3 peptide binding; also: potency is read from the fitted curve at half-maximal effect; % is scaled to controls: 0 for no effect and ±100 for the full control effect; nearly all actives have a fitted effect of over 50% in size
PGK inhibitor – inhibitors of T. brucei phosphoglycerate kinase | Potency, µM (doses to about 57.5 µM), without a hit: at the top dose activity change, negative = inhibition, most hits filed as inhibitors | 380,000 compounds, 0.043% hits | P07378 | AID 602233 | PGK/GAPDH coupled, Kinase-Glo luminescence, 60 min; also: potency is read from the fitted curve at half-maximal effect; % is scaled to controls: 0 for no effect and ±100 for the full control effect; nearly all actives have a fitted effect of over 60% in size
Target sequence (P07378 whole entry, looked up): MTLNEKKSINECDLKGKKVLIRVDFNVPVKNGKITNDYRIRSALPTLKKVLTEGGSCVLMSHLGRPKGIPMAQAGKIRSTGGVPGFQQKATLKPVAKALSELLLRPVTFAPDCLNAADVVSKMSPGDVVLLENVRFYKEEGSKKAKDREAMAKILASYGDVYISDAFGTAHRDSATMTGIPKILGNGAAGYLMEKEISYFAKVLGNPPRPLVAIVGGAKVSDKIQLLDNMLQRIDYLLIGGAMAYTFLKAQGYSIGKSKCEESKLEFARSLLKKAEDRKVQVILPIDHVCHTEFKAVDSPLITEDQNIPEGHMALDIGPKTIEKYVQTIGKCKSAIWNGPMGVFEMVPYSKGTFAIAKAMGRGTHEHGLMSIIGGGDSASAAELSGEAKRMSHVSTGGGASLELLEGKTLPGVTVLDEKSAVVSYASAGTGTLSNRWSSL
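Recombinant glycosomal PGK reaction used 1,3-bisphosphoglycerate generated in-well by GAPDH (100nM final) in 100mM TEA pH 7.6, 5mM MgCl2, 0.01% Tween-20. After 60 minutes at room temperature, ATP was read by Kinase-Glo Plus luminescence end-point.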
BAZ2B block – inhibitors of human BAZ2B bromodomain. Potency, µM (top dose mostly 114 µM), inactives show top-dose activity change, negative = inhibition, usual class: inhibitors. AlphaScreen BAZ2B-H3K14Ac peptide displacement. 360,000 compounds, 4.4% hits. Q9UIF8. AID 504333; also: potency is read from the fitted curve at half-maximal effect; % is scaled to controls: 0 for no effect and ±100 for the full control effect; nearly all actives have a fitted effect of over 60% in size
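AlphaScreen luminescence quantifies BAZ2B engagement of H3K14Ac peptide; the protein and biotinylated peptide are both at 50 nM final, buffer PBS pH 7.4 with 0.01% Tween-20, all steps at room temperature.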
GLS inhibitor – blocks human kidney-isoform glutaminase activity. Potency, µM (titrated, usually from 45.5 µM), for inactives: at the top dose activity change, negative = inhibition, hits mostly inhibitors. 410,000 compounds, 0.21% hits. AID 624170. GLS enzymatic activity, qHTS titration. O94925; also: potency is read from the fitted curve at half-maximal effect; % is scaled to controls: 0 for no effect and ±100 for the full control effect
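Glutamate formation by hKGA was monitored fluorometrically using coupled glutamate oxidase, HRP and Amplex Red. Substrate was added as 1 mM L-glutamine solution; incubation was 30 min at RT after an initial read.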
ERG Ets-DNA blk – blocks human ERG Ets domain binding to DNA. Potency, µM (top dose mostly 76.9 µM), without a hit: at the highest dose FP activity, negative = inhibition, hits mostly inhibitors. fluorescence polarization, His-ERG Ets domain / labelled DNA. P11308. 370,000 compounds, 0.028% hits; active = well fitted inhibition curve with a large enough effect in the polarisation, with a control signal flat; inconclusive = small, poorly fitted or top-dose-only effect, or effect the other way, or a change in a side signal; inactive = no such curve, though single readings can be large or run the other way; the % refers to the polarisation;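 also: polarization taken with two DNA probes labelled with fluorescein and Texas red; potency is read from the fitted curve at half-maximal effect; % of control where 0% means no effect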
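His-tagged ERG Ets domain (1 uM in the protein solution; 300mM KCl, 50mM Tris-HCl, 1mM EDTA, 1mM DTT, pH 7.5) received compound, then a probe mix of 5 nM fluorescein-DNA and 100nM Texas-615-DNA. Fluorescence polarization was read for both dyes.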
HP1b chromo inh – inhibitors of HP1-beta chromodomain binding to methylated histone tails; P83916; AlphaScreen HP1-beta / biotin-H3K9me3 peptide binding; Potency, µM (titrated, usually from 114 µM), without a hit: at the highest dose activity change, negative = inhibition, actives largely listed as inhibitors; 390,000 compounds, 0.56% hits; also: potency is read from the fitted curve at half-maximal effect; nearly all actives have a fitted effect of over 70% in size; inactives centre near 23
Target sequence (P83916 whole entry, looked up): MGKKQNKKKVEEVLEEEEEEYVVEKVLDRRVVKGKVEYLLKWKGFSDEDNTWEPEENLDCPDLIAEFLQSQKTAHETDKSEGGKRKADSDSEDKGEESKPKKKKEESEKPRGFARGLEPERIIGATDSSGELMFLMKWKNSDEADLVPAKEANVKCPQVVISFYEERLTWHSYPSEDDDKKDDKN
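HP1-beta protein (50 nM final) preincubated 30 min at room temperature with biotinylated H3(1-18)K9me3 peptide (50 nM) in PBS pH 7.4, 0.01% Tween-20, then compound added for 30 min. AlphaScreen streptavidin donor/nickel chelate acceptor beads (10 ug/mL final), 30 min dark, luminescence read.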
Pin1 inh – blocks the human prolyl isomerase Pin1. Q13526. Pin1 FP peptide displacement, HiFluor488, 10 min. Potency, µM (titrated, usually from 115 µM), without a hit: at the highest dose activity, negative = inhibition, most hits filed as inhibitors. 390,000 compounds, 0.009% hits. AID 504891; active = well fitted inhibition curve with a large enough effect in the polarisation, with a control signal flat, not every such curve was filed as active; inconclusive = small, poorly fitted or top-dose-only effect, or effect the other way, or a change in a side signal; inactive = no such curve, though single readings can be large or run the other way; the % refers to the polarisation; also: potency is read from the fitted curve at half-maximal effect; % is scaled to controls: 0 for no effect and ±100 for the full control effect
Target sequence (Q13526 whole entry, looked up): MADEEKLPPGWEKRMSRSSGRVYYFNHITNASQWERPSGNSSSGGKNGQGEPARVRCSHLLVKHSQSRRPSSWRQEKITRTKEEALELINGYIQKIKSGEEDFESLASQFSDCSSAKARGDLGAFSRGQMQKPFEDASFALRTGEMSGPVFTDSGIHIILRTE
PI4K2A inh – inhibitors of human PI4K2A; Q9BTU6; purified PI4K2A, ADP-Glo luminescence, 1 h; active compounds read low; activity change, negative = inhibition, % at 76.9 µM; 420,000 compounds, 0.13% hits; AID 1346378; in the data active = activity change below about -50%; inconclusive = mostly about -30% to -49%;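 also: -100% = wells without enzyme as full effect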
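Compounds are screened against recombinant PI4K2A using PI as substrate and ATP, the latter dispensed at 300 microM. Reactions run one hour at ambient temperature before ADP-Glo detection; full inhibition defined by wells lacking enzyme.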
G9a inh – inhibitors of human histone lysine methyltransferase G9a | Q96KQ7 | G9a H3K9 monomethylation, AlphaScreen, 2 h | Potency, µM (titrated, usually from 102 µM), inactives show top-dose activity, negative = inhibition, hits mostly inhibitors | 350,000 compounds, 8.8% hits; also: potency is read from the fitted curve at half-maximal effect; % is scaled to controls: 0 for no effect and ±100 for the full control effect; nearly all actives have a fitted effect of over 75% in size
Target sequence (Q96KQ7 913-1193 limits assumed): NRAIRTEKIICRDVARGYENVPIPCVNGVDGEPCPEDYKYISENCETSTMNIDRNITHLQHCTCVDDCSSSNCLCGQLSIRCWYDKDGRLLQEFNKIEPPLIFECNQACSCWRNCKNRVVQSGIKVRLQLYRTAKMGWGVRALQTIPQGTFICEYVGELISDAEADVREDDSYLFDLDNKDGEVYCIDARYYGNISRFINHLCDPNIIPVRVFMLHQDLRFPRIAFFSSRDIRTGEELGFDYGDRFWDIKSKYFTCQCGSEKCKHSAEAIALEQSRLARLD
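Readings reflect AlphaScreen signal from monomethyl-H3K9 antibody detection. HMT at 20 nM; substrate b-H3K9 500 nM; cofactor SAM 20 uM; 2 h RT reaction; compounds tested as titrations in qHTS with 15 min preincubation.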
* marks the source's active call; other numbers are inactive results; i = inactive; ? = inconclusive; . = not tested or not shown; [ ] = remark or other dose. Unless noted, calls follow the shape of the dose curve; as a rule, active = well fitted curve in the direction sought with a large enough effect; inconclusive = small, poorly fitted or top-dose-only effect, or another doubt; inactive = no such curve, though single readings can be large; an effect the other way counts as inactive or inconclusive. Compounds as they come. Share with any hit: about 11%.

The line under a structure holds: JMJD2A Tudor inh | PGK inhibitor | BAZ2B block | GLS inhibitor | ERG Ets-DNA blk | HP1b chromo inh | Pin1 inh | PI4K2A inh | G9a inh
- Cc1ccc(C(=O)c2ccccc2C(=O)OCC(=O)NCCc2ccc(Cl)cc2Cl)cc1
 : -14.2% | i | -0.4% | 1.5% | 3.9% | 19.3% | 14.8% | -1.1 | 9.6%[59 µM]
- Cc1c(C(=O)NCCN2CCOCC2)oc2ccccc12
 : -2.2% | -4.9% | -1.3% | 11.4% | -8.6% | 21.8% | -2.8% | -6.7 | 18.1%[59 µM]
- COc1cccc(NC(=O)CN(C)C(=O)CC(C)c2ccccc2)c1 (stereo not drawn)
 : -13.7% | -7.8% | -10.4% | 2.7% | 12.0% | 31.5% | -2.5% | 0.1 | 6.5%
- COc1cccc(N(C(=O)CCl)C(C(=O)NCCc2ccccc2)c2cccs2)c1 (stereo not drawn)
 : -17.9% | -1.6% | 2.2% | 11.9% | . | 19.4% | -2.1% | 37.4 | 12.9%[59 µM]
- Cc1nn(CC(=O)N2CCN(c3ccccc3)CC2)c(=O)c2cc3cc(F)ccc3n12
 : 8.4% | -1.6% | 4.1% | -5.7% | -2.9% | 38.8% | 3.7% | -0.2 | -1.2%[59 µM]
- Cc1ccc(CNC(=O)N2CCC(CN3CCC(C)CC3)CC2)cc1
 : -16.3% | -7.5% | -2.6% | -6.7% | -19.0% | 0.4% | -9.4% | -5.1 | -2.7%[59 µM]
- Cc1cc(=O)n2c(nc3ccccc32)[nH]1
 : -18.0% | 1.1% | -4.2% | 0.7% | 0.8% | 14.4% | -2.6% | -3.7 | 13.7%[59 µM]
- COc1ccccc1-c1nc(-c2cccc(C)c2)no1
 : 198.9%[activator] | 0.0% | 175.2%[activator] | -10.2% | 2.9% | 257.8%[activator] | -1.3% | -4.7 | ?
- O=[N+]([O-])c1ccccc1OCCCn1cnc2ccccc21
 : 0.794µM* | 1.8% | 22.4µM* | 2.2% | 1.8% | ? | -6.8% | -2.3 | -143.4%[59 µM]
- CCC(C)NC(=O)CSc1nc2cc3c(cc2c(=O)n1CCCCCC(=O)NCc1ccc(OC)cc1)OCO3 (stereo not drawn)
 : -3.3% | -5.6% | 2.6% | 1.5% | 6.1% | 35.4% | 7.5% | -0.7 | 4.2%[59 µM]
- CC1CC(=O)N(CC(=O)NCc2ccccc2)c2ccccc2S1(=O)=O (stereo not drawn)
 : -23.3% | -8.6% | -8.4% | 1.5% | -3.0% | 24.0% | 2.7% | -3.6 | -1.5%
- COc1ccc(Cl)cc1NC(=O)CSc1nnc(C)n2c1cc1occc12
 : -1.1% | -4.0% | -13.0% | -6.5% | -2.3% | 33.2% | -1.0% | 1.7 | 6.1%[59 µM]
- N#CCc1cccnc1Sc1ccc(Cl)cc1
 : 28.9% | -0.6% | . | 1.1% | 10.2% | 55.9%[activator] | 1.8% | 3.4 | .
- CCS(=O)(=O)c1nc(S(=O)(=O)c2ccc(C)cc2)c(N2CCC3(CC2)OCCO3)s1
 : 0.7% | 7.3% | -5.0% | 6.8% | -10.6% | 27.5% | -4.5% | -0.6 | -48.2%
- OC(COCCOc1ccc(Br)cc1)CN1CCN(Cc2ccccc2)CC1 (stereo not drawn)
 : -15.2%[57.1 µM] | i | -10.6% | -12.3% | 1.1% | 29.6% | 0.5% | 1.7 | 9.7%[59 µM]

(listing goes on)
The line under a structure holds: JMJD2A Tudor inh | PGK inhibitor | BAZ2B block | GLS inhibitor | ERG Ets-DNA blk | HP1b chromo inh | Pin1 inh | PI4K2A inh | G9a inh
- COc1ccccc1NC(=O)CCN1CCN(C)CC1
 : -0.7% | -9.9% | 9.7% | -0.1% | -16.1% | 31.9% | -3.0% | 0.4 | 50.1µM*
- O=C(Nc1cccc(C2OCCCO2)c1)c1cccs1
 : -7.9% | 7.2% | -0.6% | -7.7% | -4.7% | 14.5% | -2.8% | 5.5 | ?
- CCN(Cc1ccccc1)CC(O)COc1ccccc1 (stereo not drawn)
 : 0.3% | -8.6% | -15.3% | 12.5% | 4.2% | 30.9% | 2.2% | -7.2 | 1.8%[59 µM]
- O=C(c1ccncc1)N1CCN(C2CCCCC2)CC1
 : 1.12µM* | -5.4% | 50.1µM* | 0.0% | -2.8% | ? | 5.0% | 1.8 | 15.8µM*
- COc1ccccc1NC(=O)Cc1nc(CCl)cs1
 : ? | -1.1% | 56.2µM* | 7.3% | -1.0% | 23.7% | 0.2% | -3.3 | 6.31µM*
- CC(C)C[C@H]1CNC(=S)N1CC1CCCN1C[C@H](Cc1ccccc1)N1C[C@H](Cc2ccc(O)cc2)N(CC2CCCCC2)C1=S (stereo partly drawn)
 : ? | -8.0% | . | 6.6% | 5.2% | 11.7% | -0.7% | -4.3 | .
- Cc1nnc(C)n1/N=C/c1cccnc1
 : 5.7% | 4.7% | 0.2% | 4.7% | -4.5% | 42.2%[activator] | -10.7% | 1.1 | 1.1%[59 µM]
- CN(CC(=O)Nc1ccc(N2CCOCC2)cc1)C(=O)CCc1ccccc1Cl
 : -23.4% | -4.6% | ? | -0.7% | 8.1% | -14.3% | 6.9% | 5.9 | 25.1µM*
- CCOc1ccccc1NC(=S)NC(=O)CCCOc1ccc(Cl)cc1Cl
 : -8.6% | . | ? | 0.1% | . | 35.9% | 1.7% | 0.8 | 21.0%
- Nc1nc(N2CCCCC2)nc2ccccc12
 : -5.7% | 0.9% | -4.2% | 18.7% | -3.7% | 25.2% | 6.3% | 4.7 | 50.1µM*
- Cc1cccc(NC(=O)C2CCN(C(=O)NC3CCCCC3)CC2)c1
 : ? | -1.9% | 7.9% | -2.3% | -1.2% | 0.9% | -0.6% | 1.4 | 25.2%[59 µM]
- CCCC(=O)Nc1ccc(S(=O)(=O)N2CCCC2)cc1
 : -7.4% | . | 10.1% | 0.8% | 3.0% | 20.8% | 8.7% | -2.1 | -1.8%
- Cc1ccc(C)c(CN2C(=O)c3ccccc3Sc3ccc(C(=O)NC4CCCC4)cc32)c1
 : -11.0% | -3.7% | 1.0% | 7.6% | 5.7% | 76.6%[activator] | -0.3% | -6.1 | 13.3%[59 µM]
- CC(=O)Nc1sc2c(c1C#N)CCCC2
 : -5.8% | -2.2% | 4.0% | 10.3% | 2.1% | 29.3% | 6.5% | -1.3 | 6.6%[59 µM]
- CCCOc1ccc(C(=O)N2CC3(CC(c4cccc(NC(=O)[C@@H]5CCC(=O)N5)c4)=NO3)C[C@H]2C(=O)NC2(C(N)=O)CC2)cc1 (stereo partly drawn)
 : -24.5% | 2.1% | 1.7% | -1.7% | 3.4% | 25.3% | 1.2% | 2.0 | 4.9%[59 µM]

(list continues)
The line under a structure holds: JMJD2A Tudor inh | PGK inhibitor | BAZ2B block | GLS inhibitor | ERG Ets-DNA blk | HP1b chromo inh | Pin1 inh | PI4K2A inh | G9a inh
- COc1ccccc1N(CC(=O)NCCc1ccccc1)C(=O)CCC(=O)Nc1cc(C)ccn1
 : -7.4% | 7.9% | 0.0% | -6.8% | 9.0% | 0.1% | -4.9% | 5.9 | 13.0%
- CCOc1cc(N2CCOCC2)c(OCC)cc1NC(=O)CSc1n[nH]c(N)n1
 : -4.2% | -4.6% | ? | 15.1% | -11.0% | 19.0% | -0.6% | 0.2 | -39.7%
- Cn1nc(C(C)(C)C)c([N+](=O)[O-])c1C(=O)Nc1ccccc1
 : -3.5% | 4.9% | -32.1% | 5.4% | -0.1% | 40.8%[activator] | -6.8% | -6.5 | -24.8%
- COc1ccc(-c2oc3ccc(-c4ccc(OC)nc4)cc3c2C#CC2(O)CCCCC2)cc1
 : -17.1% | -9.0% | 3.5%[57.1 µM] | 1.7% | 16.0% | 45.2%[activator] | 11.9% | -0.2 | .
- [O-][N+]12CCN(CC1)c1ccccc12
 : 0.5% | -6.4% | -3.8% | -1.8% | . | 13.8% | -3.0% | -0.9 | -0.5%
- CC1CCc2c(sc3ncn4c(SCC(=O)NCc5ccco5)nnc4c23)C1 (stereo not drawn)
 : -14.0% | 3.4% | -4.3% | 16.0% | . | 12.3% | -2.6% | -1.3 | -10.9%[59 µM]
- O=C(CSc1nc2cc(Cl)ccc2s1)NC(=O)NCc1ccco1
 : ? | -27.1% | -12.0% | -2.6% | . | -2.7% | ? | -23.4 | -4.7%[59 µM]
- Cn1c(CN2CCCC2)nc2cc(NC(=O)COc3ccc(Cl)cc3)ccc21
 : -29.2% | -7.4%[11.5 µM] | -2.3% | 30.5%[activator] | . | 26.9% | 4.0% | 0.2 | 22.1%[59 µM]
- Cc1cccc(-c2nc3cc([N+](=O)[O-])ccc3o2)c1
 : -2.4% | -1.0% | ? | -5.4% | 1.1% | 21.7% | 7.0% | -7.8 | -18.6%
- CN1CC(=O)N/C1=N\C(=O)Nc1ccc(O)cc1
 : -8.1% | . | -16.4% | 20.2% | -12.0% | 27.9% | 0.5% | ? | -46.6%[2.33 µM]
- CCCn1c(N)c(N(CCOC)C(=O)c2ccc(-c3ccc(Cl)cc3)o2)c(=O)[nH]c1=O
 : -3.4% | -6.2% | 10.8% | -0.9% | -15.6% | 28.7% | -1.0% | 4.5 | 28.9%[2.33 µM]
- C/C(=N\N=C(N)N)c1ccc(Cl)cc1Cl
 : -14.3% | i | -16.6% | 27.1% | -9.3% | 12.8% | 5.3% | -5.0 | ?
